NS5 inhibitors – flavivirus cap methylation enzyme inhibition – biochemical, confirmation dose response, primary screen (AID 588689); inhibition, % at 25 µM; hits with a dose series show IC50 in µM; Dengue-2 NS5 methyltransferase capping enzyme assay, biochemical; higher % means a stronger effect; 340,000 compounds, 0.3% hits; in the data active = a potency from the dose series; inconclusive = inhibition above about 29% without an active follow-up result
RSV antiviral HEp-2 – RSV antiviral activity via CPE protection, HEp-2 cells, primary 10 µM value included (AID 2391). CPE inhibition, % at 10 µM, or IC50 in µM where a hit was titrated. 310,000 compounds, 0.13% hits. HEp-2 cells, RSV-induced CPE inhibition; higher % means a stronger effect; in the data active = a potency from the dose series; inconclusive = CPE inhibition mostly from about 23% at the one dose, without a potency; inactive = the rest, 99 in 100 with CPE inhibition below about 21%; note: strong numbers were not always called active
Autophagy mod – autophagy modulation, high-content screen. calls only at 10 µM (by protocol). MEF GFP-LC3 puncta imaging; test concentration mostly 10 µM. 190,000 compounds, 0.98% hits;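 active = percentage of spot-positive cells more than 3 SD above its plate mean, without a fluorescence outlier flag or 80% toxicity; inconclusive = no clear call, values can overlap the other calls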;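 note: spot-positive cell cutoff set from DMSO-treated cells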
NTR1 agonist – agonists of NTR1, primary screen, imaging, U2OS cells, beta-arrestin-GFP, high content (AID 493036) | NTR1-U2OS beta-arrestin-GFP spot imaging, agonist mode | 330,000 compounds, 0.17% hits | P30989 | activation, % at 20 µM;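 active = activation at or above 40% of the spot to cytoplasm intensity ratio, with at least 20 cells analyzed; inconclusive = wells under 20 cells, flagged as cytotoxic or low count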;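 note: 0% = DMSO without peptide and 100% = 100 nM NTR1 peptide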
Target sequence (P30989 whole entry, looked up): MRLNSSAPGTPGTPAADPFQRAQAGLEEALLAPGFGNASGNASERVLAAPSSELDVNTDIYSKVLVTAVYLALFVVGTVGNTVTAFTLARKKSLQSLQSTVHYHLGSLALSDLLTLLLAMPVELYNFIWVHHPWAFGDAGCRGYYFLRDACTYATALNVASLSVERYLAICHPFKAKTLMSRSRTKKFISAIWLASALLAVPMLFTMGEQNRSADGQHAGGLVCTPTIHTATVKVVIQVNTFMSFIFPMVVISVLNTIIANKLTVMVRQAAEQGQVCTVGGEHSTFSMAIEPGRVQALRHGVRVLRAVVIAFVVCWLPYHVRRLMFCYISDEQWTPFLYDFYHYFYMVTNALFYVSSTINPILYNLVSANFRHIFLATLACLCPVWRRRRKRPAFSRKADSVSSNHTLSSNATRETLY
AID2073 – disruptors of CaV2.2 binding to Mint1 – biochemical, HTRF (AID 2073); HTRF protein-protein interaction, Mint1-CaV2.2; higher % means a stronger effect; inhibition, % at 20 µM, or IC50 in µM where a hit was titrated; 290,000 compounds, 0.19% hits; in the data active = inhibition mostly above about 51%, no sharp cut-off; inconclusive = no clear call, values can overlap the other calls; inactive = mostly below about 53%; note: some results filed as inactive read as strong as hits
WT yeast gro inh – growth inhibition of WT yeast, mitochondrial fusion screen; mitochondrial fusion phenotypic screen, WT strain; inhibition, % at 10 µM; 190,000 compounds, 2.1% hits; in the data active = inhibition above about 58%; tested in S. cerevisiae
LYP inhibition – PTPN22 lymphoid phosphatase activity blockers – biochemical, fluorescence intensity, uHTS (AID 1779). inhibition, % at 11.5 µM; hits with a dose series show IC50 in µM. 290,000 compounds, 0.054% hits. recombinant LYP phosphatase, fluorescence intensity; higher % means a stronger effect; in the data active = inhibition above about 50%;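 note: plate controls were vehicle with enzyme for no effect and no enzyme for full effect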
GPR35 arrestin U2OS – inhibition of zaprinast-stimulated GPR35 beta-arrestin translocation – imaging, U2OS, beta-arrestin-GFP, zaprinast agonist, primary screen (AID 2058) | U2OS GPR35 beta-arrestin-GFP translocation imaging, zaprinast antagonism; higher % means a stronger effect | inhibition, % at 10 µM; hits with a dose series show IC50 in µM | 290,000 compounds, 0.052% hits;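 active = inhibition of at least 50% with at least 30 cells and total cytoplasm GFP at most 10,000,000; inconclusive = under 30 cells or total GFP of 10,000,000 plus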
UTI89 phage lysis – protection from phage-mediated lysis, alamar blue read-out – E. coli UTI89, K1F phage, bacterial capsule biogenesis inhibitors (AID 488966); inhibition, % at 100 µM, or IC50 in µM where a hit was titrated; 340,000 compounds, 0.02% hits; E. coli UTI89 K1F phage lysis, alamar blue, 2 h; higher % means a stronger effect;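 active = phage lysis inhibition, versus mean bacterial control, above a set limit; inconclusive = no clear call, values can overlap the other calls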;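 note: capsule biogenesis inhibitors block K1F phage lysis so surviving cells raise fluorescence; higher fluorescence means more inhibition of phage lysis; actives were called in the ten point dose series up to 300 µM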
WT yeast gro inh mutant strain – recorded beside WT yeast gro inh, whose call it bears; inhibition, %; mitochondrial fusion phenotypic screen, mutant strain inhibition
Autophagy mod cell loss 18 h – also measured in Autophagy mod; calls as there; toxicity, %; measured here: cell loss, nuclei count;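 cell loss after 18 h compound exposure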
NTR1 agonist cell count 20 µM – further read-out of NTR1 agonist, marked with its call; cell count; measured here: cell count, cytotoxicity flag
NS5 inhibitors pilot replicate – second read-out of NS5 inhibitors, no call of its own (marks repeat the call); inhibition, %; measured here: pilot screen replicate inhibition
* marks the source's active call; other numbers are inactive results; i = inactive; ? = inconclusive; / = not tested or not shown; [ ] = dose if it differs, or a comment. No enrichment for hits, and some 2.6% of all compounds hit somewhere here.

SMILES | NS5 inhibitors | RSV antiviral HEp-2 | Autophagy mod | Autophagy mod cell loss 18 h | NTR1 agonist | NTR1 agonist cell count 20 µM | AID2073 | WT yeast gro inh | WT yeast gro inh mutant strain | LYP inhibition | GPR35 arrestin U2OS | UTI89 phage lysis | others
COc1ccc(NC(=O)Cn2c(CCC(=O)O)ccc2-c2ccc(C)cc2)cc1 | -6% | 1.3% | i | 29 | -0.3 | 45 | 12% | -5 | 6 | 5% | 12% | -0.3%
COc1ccc(C2(CNC(=O)CCC(=O)O)CCCC2)cc1OC | -1% | 0.4% | i | -1 | 0.0 | 69 | 6% | -3 | -1 | -6% | 10% | 0.0% | NS5 inhibitors pilot replicate=-4.8
C/C=C/c1ccc(OCC(O)CN2CCCCC2CC)c(OC)c1 (centres undefined) | -4% | -2.5% | i | 4 | 0.1 | 58 | -15% | -3 | 4 | -1% | 10% | 0.2%
COc1ccc(/C=N/NC(=O)c2ccn[nH]2)cc1CSc1ccccn1 | -8% | 0.5% | / | / | 0.8 | 76 | -14% | / | / | -9% | -7% | 1.1%
Cc1ccccc1NC(=O)C(Cc1ccccc1)n1cccc1 (centres undefined) | 2% | 0.1% | / | / | 0.2 | 45 | 7% | / | / | -4% | 1% | -0.4%[50 µM]
Cc1[nH]c2ccc(F)cc2c1CCNC(=O)C1CCCCC1C(=O)OCC(F)(F)F (centres undefined) | 1% | 4.6% | i | 25 | 1.8 | 72 | 5% | 15 | 10 | -6% | -2% | 0.3%[50 µM]
Cc1cccn2cc(CCNS(=O)(=O)c3ccc4c(c3)OCCO4)nc12 | 3% | 0.0% | i | -3 | 1.4 | 48 | 42% | 0 | -6 | -5% | 1% | 1.0%
Cc1cccc(OCC(=O)Nc2nnn(C)n2)c1C | 5% | 0.4% | i | 4 | -1.2 | 47 | 7% | -13 | -15 | -6% | 16% | -0.4%
COC(=O)CN=C1OC(=O)N2C(=O)C3=C4[C@@H](C[C@H]5C(=O)N(c6ccccc6)C(=O)[C@H]5[C@H]4[C@@]12Cc1ccccc1)[C@H]1C(=O)N(c2ccccc2)C(=O)[C@H]1[C@H]3C | 1% | -0.1% | / | / | -0.5 | 96 | 8% | / | / | -2% | -22% | 11%
Cc1cccc(NC(=O)CSc2ccc(C(N)=O)cc2[N+](=O)[O-])c1C | -4% | 0.9% | i | -7 | -0.1 | 60 | 1% | 6 | -1 | -3% | -15% | 5.8%
COc1ccc(N(CC(=O)O)S(=O)(=O)c2cccnc2)cc1 | -3% | 0.4% | i | 23 | 0.0 | 55 | 0% | 10 | 3 | -2% | 1% | -0.1%
COc1cc2nc(Nc3ccc(C)c(Cl)c3)nc(N)c2cc1OC | -1% | -2.3% | / | / | 14 | 26 | 36% | / | / | -27% | 34% | -0.2%
CCCn1nnc(NC(=S)NC(=O)c2cccs2)n1 | -4% | 0.9% | i | 1 | -0.8 | 51 | 0% | 8 | 1 | -3% | 4% | 1.2%
O=C(CS(=O)(=O)c1c[nH]c2ccccc12)N1CCCc2ccccc21 | -1% | 0.6% | i | 7 | 0.1 | 69 | 11% | -6 | -3 | -3% | 2% | 0.5%
COc1cc2c(cc1OC)C1(CCCC1)CNC2c1ccc([N+](=O)[O-])cc1 (centres undefined) | -2% | -3.8% | i | 12 | -0.8 | 36 | 7% | -11 | 2 | -5% | -15% | 0.1%
CC(=O)c1sc(-c2ccccc2)cc1NS(=O)(=O)c1ccc(C)cc1 | -3% | 0.1% | / | / | -1.3 | 36 | 2% | / | / | -4% | -1% | -0.2%
CS(=O)(=O)N1CCC(Oc2ccccc2C(=O)N2CCN(CC3CC3)CC2)CC1 | -14% | 64% | i | -15 | 0.0 | 48 | -3% | -4 | -9 | -6% | 14% | -0.1%
CC1(C)CC(=O)C2=C(C1)OC(N)=C(C#N)C2c1cccc(OC(=O)c2ccco2)c1 (centres undefined) | 1% | 0.9% | i | 7 | -0.8 | 44 | 2% | 36 | 37 | -2% | -3% | -0.1%
Cn1nc(-c2ccccc2)c(-c2nc(-c3ccc(Cl)cc3)no2)c1Cl | 0% | 1.7% | i | -8 | 4.9 | 63 | -1% | -7 | -60 | -6% | -4% | 3.7%
COc1ccc(NC(=O)CSc2nnc(-c3ccccc3)n2Cc2ccco2)c(OC)c1 | -12% | 2.9% | i | 6 | 1.0 | 76 | ? | 6 | 19 | 5% | 0% | -0.2%
COc1ccc(Cc2c(O)nc[nH]c2=O)cc1 | -2% | -0.1% | i | -34 | 1.3 | 46 | 10% | 1 | 3 | -5% | 5% | 10%
CC1=CC(=C(C#N)C#N)C=C(C)N1CCC(C)C | -10% | 3.3% | i | 10 | 0.7 | 45 | 6% | 0 | 17 | -4% | 12% | -0.1%
CC(C)c1ccc(N(C(=O)C(F)(F)F)C(C(=O)NC2CCCCC2)c2ccncc2)cc1 (centres undefined) | -7% | -1.0% | i | 4 | -0.1 | 54 | 4% | -1 | -4 | -4% | -11% | 1.2%
O=C(COc1ccccc1)NC1C(=O)N2C(C(=O)O)=C(Cl)CSC12 (centres undefined) | 8% | 0.4% | / | / | 0.0 | 62 | -8% | / | / | -9% | -9% | 0.2%
Cc1ccc(NC(=O)Nc2cccc([N+](=O)[O-])c2)nc1 | 2% | 0.3% | i | 2 | 1.4 | 33 | 37% | -7 | -25 | -11% | 2% | 0.8%
O=c1c2cc(Br)ccc2nc(-c2ccc([N+](=O)[O-])cc2)n1O | 0% | -4.1% | i | -27 | -0.1 | 30 | 42% | 26 | 31 | -1% | 3% | -1.6%
Cn1c(=O)c2c(SCC(=O)NC3CCCC3)nc(CC(C)(C)C)nc2n(C)c1=O | -6% | 1.1% | / | / | 3.4 | 56 | 10% | / | / | -4% | 5% | 0.0%
O=C(Cc1ccccc1)NN1C(=O)C2C3C=CC(C3)C2C1=O (centres undefined) | 2% | 0.5% | i | -10 | -0.2 | 51 | 4% | -1 | 5 | -7% | 5% | 0.1%
Cc1cc(C)c(C#N)c(SCc2cc3c(cc2Cl)OCO3)n1 | 2% | -1.2% | i | -1 | 2.8 | 55 | -3% | 17 | -6 | 8% | 11% | ?
Cc1cccc(OCCc2c(C)[nH]c(=S)[nH]c2=O)c1 | -13% | 9.1% | i | 19 | 0.0 | 59 | 1% | 6 | 2 | -5% | 2% | 1.2%
O=C(CNC(=O)c1cccc(F)c1)N/N=C/c1ccc([N+](=O)[O-])s1 | 6% | 0.7% | i | 7 | -1.3 | 92 | -10% | -10 | 1 | -8% | 9% | -0.2%
Cc1ccc(NCC(O)Cn2cnc3c2c(=O)n(C)c(=O)n3C)cc1 (centres undefined) | -2% | 1.0% | / | / | -0.6 | 67 | 3% | / | / | -6% | -8% | -0.1%
COc1ccc(C(=O)Nc2ccccc2C(=O)NCc2ccco2)cc1 | 3% | 5.6% | / | / | 1.3 | 41 | -9% | / | / | -5% | 0% | 0.1%
CCc1ccc2nc(N=C(N)N)nc(C)c2c1 | -8% | 6.5% | i | -10 | 2.8 | 61 | -4% | 9 | 7 | -8% | -3% | ?
COc1ccc(N(CC(=O)NCC2CCCO2)S(=O)(=O)c2c(C)noc2C)cc1 (centres undefined) | -4% | 0.2% | i | 6 | -2.2 | 86 | 2% | -2 | 1 | -12% | -15% | 0.4% | NS5 inhibitors pilot replicate=2.3
O=c1[nH]c(C(F)(F)F)nc2ccc3ccccc3c12 | -12% | ? | / | / | -1.8 | 40 | 15% | / | / | -10% | 4% | 0.9%
c1ccc(Nc2nc3ccccc3[nH]2)nc1 | 2% | 1.7% | i | 45 | 1.6 | 54 | -11% | 21 | 36 | -12% | 8% | -8.4%
COCCSc1ccccc1C(=O)N1CCc2ccccc2C1 | -10% | 2.1% | i | 5 | -0.8 | 28 | -1% | -3 | 8 | -11% | -7% | -0.1%
CCc1ccc(N(CC(=O)NC2CCCCC2)S(=O)(=O)c2c(C)noc2C)cc1 | -4% | 0.5% | i | 3 | 5.2 | 70 | -7% | 12 | 1 | 2% | 4% | -3.4%
COC(=O)c1cc(NC(=O)c2nn(C)c(=O)c3ccccc23)cc(C(=O)OC)c1 | 2% | 5.3% | i | -11 | 3.0 | 35 | -1% | -12 | -7 | -3% | -3% | -0.2%
O=C(Nc1ccccc1Cl)c1ccc(Cl)cc1Cl | 1% | 10% | i | 45 | 2.4 | 39 | 1% | 1 | 2 | -5% | 21% | -0.8%
Cn1cc(CN2CCN(CC(C)(C)C)C(CCO)C2)c2ccccc21 (centres undefined) | -7% | -1.9% | / | / | -1.2 | 76 | 0% | / | / | -14% | 14% | 0.6%
N#Cc1ccccc1NC(=O)COC(=O)COc1ccccc1[N+](=O)[O-] | 0% | -2.0% | i | -17 | 1.8 | 62 | 0% | -20 | -11 | 0% | -4% | 0.6%
CN(C)Cc1c(C(=O)N/N=C/c2ccc(-c3ccccc3)cc2)nnn1-c1nonc1N | 2% | 1.2% | / | / | 1.0 | 70 | 12% | / | / | -8% | -1% | 0.2%
Cc1cccc(NC(=O)CSc2nnc(C3CC3)n2CC2CCCO2)c1 (centres undefined) | -4% | 0.1% | / | / | 0.9 | 41 | 21% | / | / | -6% | 1% | 1.6%
Cc1ccccc1C(=O)N1CCC(C(=O)Nc2ccc(C)c(S(=O)(=O)N3CCCCC3)c2)CC1 | 4% | 3.3% | / | / | 0.3 | 82 | / | / | / | / | / | 0.3%[50 µM]
O=C(NCc1ccccc1)C(c1cccnc1)N(Cc1ccco1)C(=O)c1ccccn1 (centres undefined) | 0% | 3.8% | i | -8 | 0.2 | 78 | 3% | -6 | 16 | -11% | 4% | -0.1%
CCCCn1c(N)c(N(CCC(C)C)C(=O)CC2CCCCC2)c(=O)[nH]c1=O | -2% | -1.6% | / | / | -0.8 | 84 | / | / | / | / | / | 1.6%[50 µM]
CCc1ccc(NC(=O)CSc2nc3ccccc3nc2N2CCCCC2)cc1 | -4% | 3.0% | / | / | 1.9 | 98 | 17% | / | / | -4% | 0% | 6.8%

Screens: PubChem, several laboratories
